# High-throughput results as filed in PubChem BioAssay.
# LRH-1 inv ag: NR5A2 inverse agonism in reporter assay. hit rate 0.13% among 360,000. AID 602396. O00482. HEK293T StAR-luciferase reporter, LRH-1 transfected, 24 h. inhibition, % at 3.6 µM;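 active means inhibition above the mean inhibition of all tested compounds plus 3 SD, cut at about 73% in these data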;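 further: 0% = DMSO wells and 100% = reporter-only cells lacking LRH-1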
# NCOA2 inhibitor: human SRC2 (NCOA2) inhibition. Q15596. HEK293 GAL4-SRC2 luciferase reporter, luminescence. inhibition, % at 9 µM. hit rate 0.17% among 370,000. AID 651957;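 active means inhibition above the mean inhibition of all tested compounds plus 3 SD, set per campaign, cut at about 52% in these data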;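 further: 0% = DMSO treated cells and 100% = cells given Gossypol at 36 µM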
# COUP-TFII inh: blocks human COUP-TFII nuclear receptor; P24468; hit rate 0.7% among 370,000; HEK293T NGFI-A luciferase reporter, luminescence; inhibition, % at 8.6 µM;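 active means inhibition above a per-plate cutoff, mean inhibition of test wells between control levels plus 3 SD, cut at about 38% in these data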;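 further: cells cotransfected with COUP-TFII expression vector driving the NGFI-A reporter; 0% = median of COUP-TF2 test wells and 100% = reporter-only cells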
# TWEAK-Fn14 inh: blocks TWEAK-Fn14 interaction in a reporter cell assay | TWEAK-stimulated Fn14 reporter cells, luciferase luminescence, 8 h | hit rate 2% among 360,000 | inhibition, % at 10 µM | AID 1159606; in the data active means inhibition above about 50%
# TROY signal inh: TROY signaling inhibition; Q293 LMP1-TROYcd NF-kB luciferase reporter, 4 h; inhibition, % at 10 µM; hit rate 0.98% among 360,000;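 active means compounds whose plate-normalised and pattern-corrected inhibition of the luciferase reporter signal at the single screening dose is 50% or more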
# C8 TRAIL sens: sensitizes caspase-8 expressing cells to TRAIL; inhibition (viability loss, TRAIL sensitization), % at 10 µM; hit rate 1% among 360,000; AID 624354; NB7+C8 cells + TRAIL, ATPlite viability luminescence;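 active means compounds causing at least 50% loss of cell viability in the single-dose screen, relative to plate controls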
# KKLEB tox: counter-screen for CF NF-kB inhibitors: cytotoxicity; KKLEB CF airway cells viability, ATPlite luminescence, overnight; stronger effect = lower value; cells stimulated with P. aeruginosa culture filtrate; activity change (cytotoxicity), % at 5 µM; hit rate 0.36% among 360,000;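 active means corrected activity change at or below -50% at 5 µM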
# LMP1 NFkB inh: Epstein-Barr LMP1 NF-kappaB reporter inhibition | LMP1-induced NF-kappaB luciferase reporter cells, luminescence | inhibition, % at 12.5 µM | hit rate 0.69% among 350,000; in the data active means inhibition above about 41%;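 further: 0% = neutral control wells and 100% = reference inhibitor control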
# CF NFkB block: inhibitors of cystic fibrosis induced NF-kB | hit rate 0.86% among 360,000 | inhibition, % at 5 µM | AID 588850 | KKLEB NF-kB-GFP reporter, PAF-induced, GFP fluorescence overnight;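 active means at least 50% inhibition at 5 µM, scaled per plate between neutral and stimulator controls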;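 further: PAF is a Pseudomonas aeruginosa culture filtrate used as stimulus; plate controls were PAF-stimulated DMSO wells for no effect and unstimulated DMSO wells for full effect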
# SRC1 inh: human NCOA1 inhibition; HEK293 GAL4-SRC1 luciferase reporter, luminescence; inhibition, % at 3.6 µM; hit rate 0.12% among 360,000;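 active means inhibition above the campaign mean plus 3 SD, with each screening campaign given its own cutoff, cut at about 60% in these data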;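 further: 0% = DMSO treated cells and 100% = gossypol at 36 µM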
# SRC3 inh: human NCOA3 inhibition; AID 588352; hit rate 0.17% among 360,000; Q9Y6Q9; inhibition, % at 3.6 µM; HEK293 GAL4-SRC3 luciferase reporter, luminescence;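 active means inhibition above a per-campaign cutoff, the mean of all compounds plus 3 SD, cut at about 60% in these data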;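 further: 0% = DMSO-treated cells and 100% = gossypol-treated cells at 36 µM; higher means less SRC3-driven luciferase light from the GAL4 reporter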
# Target sequence (Q9Y6Q9 whole entry, looked up, the tested form may be a part): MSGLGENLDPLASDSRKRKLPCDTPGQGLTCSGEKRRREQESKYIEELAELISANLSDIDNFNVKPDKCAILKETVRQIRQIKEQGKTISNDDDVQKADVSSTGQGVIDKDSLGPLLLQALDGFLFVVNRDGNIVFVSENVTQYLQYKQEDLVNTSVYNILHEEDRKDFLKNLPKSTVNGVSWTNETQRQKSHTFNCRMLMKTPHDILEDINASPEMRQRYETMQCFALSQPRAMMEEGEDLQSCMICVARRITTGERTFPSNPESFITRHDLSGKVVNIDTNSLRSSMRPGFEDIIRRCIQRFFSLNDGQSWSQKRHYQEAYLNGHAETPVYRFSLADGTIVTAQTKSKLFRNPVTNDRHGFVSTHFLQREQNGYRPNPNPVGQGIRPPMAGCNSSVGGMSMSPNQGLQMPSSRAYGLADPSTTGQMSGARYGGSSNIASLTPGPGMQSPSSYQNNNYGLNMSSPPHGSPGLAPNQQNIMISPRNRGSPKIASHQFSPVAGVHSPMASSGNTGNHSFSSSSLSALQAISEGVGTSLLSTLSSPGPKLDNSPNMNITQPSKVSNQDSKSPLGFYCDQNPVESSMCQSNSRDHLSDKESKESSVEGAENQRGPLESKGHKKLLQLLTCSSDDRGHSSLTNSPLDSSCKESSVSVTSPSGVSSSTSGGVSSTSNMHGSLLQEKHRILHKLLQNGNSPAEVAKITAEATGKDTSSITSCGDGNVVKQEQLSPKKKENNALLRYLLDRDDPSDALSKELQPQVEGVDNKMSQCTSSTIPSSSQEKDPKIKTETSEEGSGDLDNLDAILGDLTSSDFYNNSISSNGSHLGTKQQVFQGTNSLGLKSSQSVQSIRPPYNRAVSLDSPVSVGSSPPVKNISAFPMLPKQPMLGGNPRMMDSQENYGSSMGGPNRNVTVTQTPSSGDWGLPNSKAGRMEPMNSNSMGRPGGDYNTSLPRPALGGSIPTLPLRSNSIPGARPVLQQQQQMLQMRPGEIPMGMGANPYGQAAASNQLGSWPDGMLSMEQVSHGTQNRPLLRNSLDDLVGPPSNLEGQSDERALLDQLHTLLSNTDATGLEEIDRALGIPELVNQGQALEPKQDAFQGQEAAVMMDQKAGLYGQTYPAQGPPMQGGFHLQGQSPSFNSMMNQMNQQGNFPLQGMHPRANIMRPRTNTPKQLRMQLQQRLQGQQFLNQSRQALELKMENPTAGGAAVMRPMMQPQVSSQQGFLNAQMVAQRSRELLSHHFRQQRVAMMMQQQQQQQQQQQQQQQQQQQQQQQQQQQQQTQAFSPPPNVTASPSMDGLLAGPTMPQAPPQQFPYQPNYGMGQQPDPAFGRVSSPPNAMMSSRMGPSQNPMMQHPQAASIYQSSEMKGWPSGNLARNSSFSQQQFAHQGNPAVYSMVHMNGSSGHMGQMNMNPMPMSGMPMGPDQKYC
# Starred values were filed as active, the others as inactive; · = not tested or not shown.
SMILES,LRH-1 inv ag,NCOA2 inhibitor,COUP-TFII inh,TWEAK-Fn14 inh,TROY signal inh,C8 TRAIL sens,KKLEB tox,LMP1 NFkB inh,CF NFkB block,SRC1 inh,SRC3 inh
Cc1cc(C)c(S(=O)(=O)N2CCC3(CC2)OCCN3S(=O)(=O)c2cccs2)c(C)c1,11,-7,-1,4,24,3,1,3,21,-16,-6
Cc1ccc(-c2nnc(-c3ccccc3)c(N3CCOCC3)n2)cc1,-20,6,-9,-6,-53,20,-2,-2,3,-33,3
O=C(NCCN1CCCCCC1)C1CCCN1S(=O)(=O)c1cccc2nsnc12 (centres undefined),-3,-17,14,-18,5,-13,-2,-2,19,-3,1
CCCCNC(=O)CCCCC(=O)N/N=C/c1cccc(Cl)c1,-4,21,7,-24,7,-4,-13,1,6,-3,6
COC(=O)C1=C(N)Oc2c(oc(CO)cc2=O)C1c1ccccc1F (centres undefined),14,2,-1,6,11,-14,3,-2,-5,7,2
CC(=O)Nc1ccc(C(C#N)=Cc2ccc(N(C)CCC#N)cc2)cc1,-14,6,-9,-27,-12,10,1,-3,-10,-10,-16
C[C@H](CO)N1C[C@H](C)[C@@H](CN(C)Cc2ccc3c(c2)OCO3)Oc2c(NC(=O)Cc3ccccc3)cccc2C1=O,12,-6,0,3,-5,-9,7,2,-24,-7,9
O=C(NC1CCCCCCC1)c1cc(COc2ccc3ncccc3c2)on1,42,31,62*,52*,31,23,-16,49*,13,24,35
CC(c1nnc(SCC(=O)Nc2cccnc2Cl)n1-c1ccccc1)N(C)C (centres undefined),-8,-42,11,8,0,-2,4,-9,-24,2,6
O=C(CSc1nnc(-c2cccnc2)n1-c1ccccc1)Nc1ccccn1,3,9,-7,5,-13,-7,5,-2,1,-15,11
Cc1cc(C(=O)OCn2nnc3ccccc3c2=O)c(C)n1-c1ccccc1,-39,-21,-16,6,-32,4,3,-14,9,-39,-37
Cc1nc(-c2ccc(S(=O)(=O)N3CCCN(CCc4ccccc4)CC3)s2)cs1,0,-9,16,-14,-5,1,-4,8,-4,22,3
CNCc1c(C)nn(-c2ccccc2)c1C,-4,21,3,0,4,7,13,0,-8,-21,2
CCOC(=O)N/N=C(\C)c1ccc(-n2cnnn2)cc1,-19,-22,6,-6,-14,-7,-7,-4,8,-24,9
CN(Cc1ccccc1)N=Nc1nc[nH]c1C(N)=O,-15,-13,-23,11,-3,-13,6,·,2,10,15
COC(=O)Cc1c(C)c2ccc(OCC(=O)N3CCCC(C)C3)c(C)c2oc1=O (centres undefined),9,9,19,-4,-5,19,5,6,-10,10,-4
Cc1ccccc1-c1cnc(C(O)c2ccc(Cl)cc2)[nH]1 (centres undefined),-17,-21,-5,-2,-27,-14,-9,·,0,-15,-10
C#CCNC(=O)c1ccc2sc([C@H]3C[C@H](O)[C@@H](CO)O3)nc2c1,15,-17,-2,8,-12,3,10,·,-12,-12,9
Cc1ccc(C(=O)N/N=C\C=C\c2ccc(Br)cc2)cn1,22,-19,-15,34,-12,-1,-15,8,20,-2,14
CCC(=O)N1CCN(c2ccccc2NC(=S)NC(=O)c2ccco2)CC1,10,-4,-18,3,8,13,-10,22,17,-18,-15
CCC(=O)Nc1cc(SCCO)cc([N+](=O)[O-])c1,-1,-9,31,8,6,-12,-6,-4,6,10,0
CC(CN1CCOCC1)OC(=O)c1cccs1 (centres undefined),-17,-14,8,-1,5,3,2,3,-3,6,14
Cc1c(Cl)cccc1Nc1nc(NCCO)c2ccccc2n1,-23,-3,-24,-30,15,11,3,-6,-4,6,-5
Cc1cc(C)c(CN2CCN(Cc3ccc(C)o3)C(CCO)C2)c(-n2cccn2)c1 (centres undefined),3,-8,7,8,13,8,-1,6,-25,-2,23

# Sorted by the number under LRH-1 inv ag (low to high): some entries from above.
mol | LRH-1 inv ag
CN(Cc1ccccc1)N=Nc1nc[nH]c1C(N)=O | -15
CCC(=O)Nc1cc(SCCO)cc([N+](=O)[O-])c1 | -1
CCC(=O)N1CCN(c2ccccc2NC(=S)NC(=O)c2ccco2)CC1 | 10
C#CCNC(=O)c1ccc2sc([C@H]3C[C@H](O)[C@@H](CO)O3)nc2c1 | 15

# 3 structures already listed, ordered by number of heavy atoms, falling.
SMILES,LRH-1 inv ag,NCOA2 inhibitor,COUP-TFII inh,TWEAK-Fn14 inh,TROY signal inh,C8 TRAIL sens,KKLEB tox,LMP1 NFkB inh,CF NFkB block,SRC1 inh,SRC3 inh
Cc1c(Cl)cccc1Nc1nc(NCCO)c2ccccc2n1,-23,-3,-24,-30,15,11,3,-6,-4,6,-5
Cc1ccc(C(=O)N/N=C\C=C\c2ccc(Br)cc2)cn1,22,-19,-15,34,-12,-1,-15,8,20,-2,14
CNCc1c(C)nn(-c2ccccc2)c1C,-4,21,3,0,4,7,13,0,-8,-21,2

# The listing continues.
SMILES,LRH-1 inv ag,NCOA2 inhibitor,COUP-TFII inh,TWEAK-Fn14 inh,TROY signal inh,C8 TRAIL sens,KKLEB tox,LMP1 NFkB inh,CF NFkB block,SRC1 inh,SRC3 inh
CN(C)CCCNC(=O)c1cc(C(=O)c2cccc(Cl)c2Cl)c[nH]1,9,-9,-12,17,4,11,-4,8,8,8,4
COc1ccc(NC(=O)CN2C(=O)NC(c3ccccc3)(c3ccccc3)C2=O)cc1OC,-17,-2,-7,6,-1,11,6,-10,-6,-10,-5
COc1ccc(C(=O)N/N=C(\C)CC(=O)NC2CCCCC2)c(OC)c1,-6,-19,-14,14,-19,2,-17,-4,-28,-19,2
CC(C)CCNC(=O)Cc1ccc(Nc2nc(=S)[nH]c3ccccc23)cc1,3,-17,6,8,-9,-2,7,-4,-1,-2,-11
COCCNC(=O)C(=O)N/N=C(\C)CC(=O)Nc1ccc2c(c1)OCO2,3,-24,7,0,-24,-5,4,-2,7,5,1
CC(=O)c1sc(NC(=O)c2cccc(N3C(=O)CCC3=O)c2)nc1-c1ccccc1,-3,-9,-13,15,-23,18,-6,2,-4,-1,-1
NS(=O)(=O)c1cccnc1Nc1cccc(C(F)(F)F)c1,11,-10,4,-1,-13,4,2,-4,-8,2,15
CCC(=O)N1CCN(c2nc(CC)nc3sc4c(c23)CCCC4)CC1,-9,-39,17,3,-18,2,-14,-1,12,-9,4
COCCCNC(=O)CCC(=O)NNc1nc2ccccc2c2nc(C)nn12,9,-3,-11,-6,-1,1,-8,9,-6,-26,0
O=C(CN(Cc1ccccc1Cl)C(=O)CN1C(=O)CSc2ccccc21)NC1CC1,14,-7,5,10,6,-1,8,0,3,-15,-17
CC(=O)Nc1ccc(S(=O)(=O)N2CCN=C2SCc2ccc([N+](=O)[O-])cc2)cc1,21,16,48*,24,11,1,2,-16,-3,13,27
Cn1c(=O)c(=O)n(C)c2cc(S(=O)(=O)CCC(=O)Nc3cccc(C(F)(F)F)c3)ccc21,-1,-1,-5,-5,-7,-3,0,6,9,2,16
Cc1cccc(-c2nnc(-c3ccccc3)o2)c1,-118,-59,-40,-21,-16,16,4,-32,-29,-96,-95
CCCSc1cc(N2CCN(C)CC2)nc(-c2ccc(OC)cc2)n1,15,-13,-18,-18,18,5,-9,-3,-2,6,3
CC(OC(=O)c1ccc(NC(=O)CC#N)cc1)C(=O)NCCC1=CCCCC1 (centres undefined),12,9,3,-34,8,-14,4,14,7,-3,10
C(#CCN1CCC(Cc2ccccc2)CC1)COCCOCc1ccccc1,-16,-6,-8,1,8,-4,2,3,4,-12,-4
Cc1ccsc1/C=C(\CC(=O)O)c1nc2ccccc2o1,17,2,3,-14,-38,-15,7,-10,-1,-8,-11
CCC(C)(C)NC(=O)C(c1ccncc1)N(C(=O)c1sc(C)nc1C)c1ccc(C)cc1 (centres undefined),-9,18,-1,-3,-1,2,1,2,-3,4,13
C=CCNC(=O)c1ccccc1NC(=O)COc1ccccc1,15,-14,12,-15,10,-7,9,5,5,16,15
Oc1ccc(/C=N/NC(=S)Nc2cccnc2)cc1,-119,-44,-32,8,-27,71*,-10,-10,-3,-121,-65
CCC(=O)N1c2ccc(S(=O)(=O)NC3CCCCC3)cc2CC1C (centres undefined),-8,15,-32,-14,9,-20,12,10,-9,-12,-19
Cn1cccc1C(=O)OCC(=O)c1ccc(Br)s1,-92,-42,-29,-35,-52,-13,-5,1,13,-61,-60
O=S(=O)(Nc1cc(Cl)cc(Cl)c1)N1CCOCC1,-15,5,-4,-7,12,-3,12,-12,-22,-72,24
CN1CCCCC1(C)C(=O)NCc1ccc(F)cc1 (centres undefined),7,-10,8,4,-1,-21,-4,·,-23,-23,-11
CC(C)CCNC(=O)c1cc2c(=O)[nH]c3ccccc3c2s1,6,-8,16,-10,-22,13,5,-1,-7,-17,-26
Cc1ccc(N(C)S(=O)(=O)c2cc3c(cc2C)NC(=O)CO3)cc1,-5,2,1,3,-14,11,8,0,-12,11,-8
COc1ccccc1CCNS(=O)(=O)CCNC(=O)c1ccccc1,18,-1,0,-8,-16,-45,-3,-15,26,-7,-28
O=C(CCc1ccccc1)NCCSCc1c(F)cccc1Cl,7,-24,6,0,-6,4,-17,-1,21,9,-7
O=C(O)c1cccc(N=NN2CCCCCC2)c1,-229,-19,-62,-28,-65,-4,8,1,-3,-90,-102
Nc1ccnc(C(F)(F)F)c1C(=O)c1ccccc1,0,-6,14,-14,-1,-5,-1,-2,4,12,8
CC1(C)CC(=O)C(C=NCC2CCN(C(=S)Nc3cccc(Cl)c3)CC2)=C(O)C1,11,19,-1,-5,1,13,2,2,-15,3,18
CC(C)NC(=O)c1ccccc1NC(=O)CCc1ccccc1,2,-6,11,7,6,-6,-1,5,12,-4,-4
O=S(=O)(c1cccc(-c2csc(-c3ccccc3)n2)c1)N1CCOCC1,-5,-33,-7,10,-21,-10,-11,-18,2,-14,1
COCCN(C(=O)COC(=O)CCc1ccccc1OC)c1c(N)n(Cc2ccccc2)c(=O)[nH]c1=O,-23,-47,8,-2,15,19,-5,1,23,-8,-3
CC(=O)c1ccc(NC(=O)COC(=O)c2c[nH]c3ccccc23)cc1,11,-6,0,-7,1,-11,14,9,-18,1,-8
Oc1ccccc1C1=Nc2ncnn2C(c2ccccc2)C1 (centres undefined),12,-1,-4,13,3,-2,-8,-2,-35,-2,16
COc1ccc(C2CC(c3cccc(Cl)c3)n3nc(N)nc3N2)cc1 (centres undefined),-23,-11,7,-40,-36,-7,6,3,10,-22,-2
CC1CN(S(=O)(=O)c2ccc(NC(=O)CCN3C(=O)c4ccccc4C3=O)cc2)CC(C)O1 (centres undefined),11,6,-19,-1,3,-9,-20,3,11,-1,-9
Cc1cc(C)cc(OCc2nnc(SCC(=O)OC3CCCCC3)o2)c1,13,-11,30,11,-5,-14,11,-7,-6,-3,14
COC(=O)c1ccc(CSc2nc3ccc(S(=O)(=O)N4CCOCC4)cc3[nH]2)cc1,12,11,-1,15,4,-11,-6,2,8,-2,11
N#Cc1cccc(NC(=O)C2SC(=Nc3ccccc3)C(C(=O)N3CCOCC3)=C2N)c1 (centres undefined),-1,0,11,-10,8,-5,6,-4,-5,-19,-20
O=S(=O)(NC1CCCC1)c1cc(F)ccc1F,21,-9,-10,5,-11,6,3,3,18,-13,17
CCn1nc(C)cc1C(=O)N1CCCC(CCC(=O)NCc2ccccc2F)C1 (centres undefined),-3,-15,9,4,10,6,-9,6,-12,-7,0
O=C(CSc1nnnn1C1CC1)N1CCN(c2ccc(O)cc2)CC1,-8,4,-8,-1,-30,-11,7,-6,-19,-7,10
